ABCB6 inh 2 – ABCB6 transporter inhibitors, primary screen, K562-ABCB6 cells, flow cytometry, MLPCN library. fluorescence ratio to DMSO, % at 10 µM. K562-ABCB6 porphyrin accumulation, 1 h; hits give low values. hit rate 0.19% among 360,000;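 active means fluorescence ratio to DMSO below 75%, the collection mean minus 3 SD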;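 further: signal is porphyrin accumulated inside mitochondria; 100% equals median channel fluorescence of DMSO control wells; lower ratio means ABCB6 inhibition with less porphyrin fluorescence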
MC4R barr agon – MC4R agonists recruiting beta-arrestin, primary screen, cell-based, luminescence, agonist arm of biased-ligand search | U2OS MC4R beta-arrestin complementation; percent of melanotan II response, DMSO zero | activation, % at 8.9 µM | hit rate 0.98% among 360,000 | AID 540308, 2011;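 active means activation above a per-plate cutoff, the mean activation of sample wells on that plate plus 3 SD, cut at about 8% in these data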
Target sequence (P32245 whole entry, looked up): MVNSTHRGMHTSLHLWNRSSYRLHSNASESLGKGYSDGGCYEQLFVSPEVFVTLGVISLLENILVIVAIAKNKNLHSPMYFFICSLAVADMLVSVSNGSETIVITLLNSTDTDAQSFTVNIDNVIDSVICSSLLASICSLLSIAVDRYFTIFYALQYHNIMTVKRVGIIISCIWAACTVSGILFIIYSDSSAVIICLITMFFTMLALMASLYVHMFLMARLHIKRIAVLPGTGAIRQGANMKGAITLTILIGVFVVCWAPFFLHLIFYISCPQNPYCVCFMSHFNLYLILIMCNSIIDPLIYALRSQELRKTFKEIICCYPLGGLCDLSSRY
Glyco luc inh – increase of ERlucT glycosylation luciferase signal, primary screen, N-linked glycosylation inhibitor project, D54 ERlucT cells, luminescence, set 2; D54 ERlucT glycosylation luciferase reporter, 24 h; percent of 100 nM tunicamycin response; reporter increase, % at 12.5 µM; hit rate 0.23% among 360,000;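 active means mean luciferase reporter signal, scaled so untreated is 0 and the glycosylation-blocking control 100, at or above a set limit in every replicate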;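 further: luciferase carries N-glycosylation sites so blocking glycosylation raises the light; 0% = median of neutral control wells and 100% = median of 100 nM tunicamycin wells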
ABHD5 PLIN5 PPI – ABHD5-PLIN5 interaction inhibitors, primary screen, cell lysate, split luciferase complementation, luminescence | Split G. princeps luciferase complementation, 4 h | inhibition, % at 4 µM | hit rate 0.78% among 360,000;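 active means inhibition above the mean inhibition across every tested compound plus 3 SD, cut at about 22% in these data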;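 further: 0% = DMSO only wells and the 100% control is not disclosed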
MC4R antagonist – MC4R antagonists of cAMP signaling, primary screen, cell-based, TR-FRET, antagonist arm of biased-ligand search; MC4R-expressing cells, MTII-stimulated cAMP, LANCE TR-FRET; Melanocortin receptor 4 (Homo sapiens), P32245; hit rate 0.48% among 360,000; inhibition, % at 6.5 µM;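 active means inhibition above its plate's cutoff, the mean of tested wells on that plate plus 3 SD, cut at about 29% in these data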;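 further: 0% = Melanotan II alone and 100% = Melanotan II plus saturating MCL0020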
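System – human MC4R-expressing U2OS cells · Also added – Melanotan II · Dosing – one concentration, 6.5 µM nominal · Timing – 30-min compound, 1-h challenge, 1-h detection, room temperature · Measured by – Eu-cAMP/anti-cAMP TR-FRET, emission 671 nm · Replicates – singlicate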
PDI inh – inhibitors of human PDI, primary screen, biochemical, turbidity, single point, plate reader. Protein disulfide-isomerase (Homo sapiens), P07237. PDI insulin aggregation turbidity, A650, 90 min. inhibition, % at 10 µM. hit rate 0.052% among 350,000. AID 588391, 2011;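 active means mean inhibition across replicates of 30% or more, whatever share of single replicates reach that level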;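 further: absorbance from insulin aggregation driven by PDI reduction with DTT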
HTR2A ag – mouse Htr2a agonists via beta-arrestin recruitment, primary screen, cell-based, luminescence | 5-hydroxytryptamine receptor 2A (Mus musculus), P35363 | hit rate 0.66% among 360,000 | AID 624169, 2012 | CHO-K1 mHTR2A beta-arrestin complementation; percent of 30 µM serotonin response | activation, % at 7.6 µM;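 active means activation above a run cutoff, the mean activation of all tested compounds plus 3 SD, cut at about 14% in these data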;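 further: 0% = plate median of compound wells and 100% = 30 µM serotonin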
Target sequence (P35363 whole entry, looked up): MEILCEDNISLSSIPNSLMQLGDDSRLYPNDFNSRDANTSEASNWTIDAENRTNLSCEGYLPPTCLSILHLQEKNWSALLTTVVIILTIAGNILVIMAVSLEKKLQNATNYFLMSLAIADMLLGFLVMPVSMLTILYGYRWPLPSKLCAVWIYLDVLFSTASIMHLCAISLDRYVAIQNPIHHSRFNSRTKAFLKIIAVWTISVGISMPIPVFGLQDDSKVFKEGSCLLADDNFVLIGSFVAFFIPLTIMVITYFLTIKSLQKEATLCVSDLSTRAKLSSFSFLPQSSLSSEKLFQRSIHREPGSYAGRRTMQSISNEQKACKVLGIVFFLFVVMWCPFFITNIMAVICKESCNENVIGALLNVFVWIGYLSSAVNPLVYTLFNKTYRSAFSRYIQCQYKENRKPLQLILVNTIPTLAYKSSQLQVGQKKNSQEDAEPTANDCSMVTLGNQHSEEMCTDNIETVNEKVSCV
Granule exo inh – LAMP-1 surface exposure blockers, TALL-104 cells – cell-based, flow cytometry, MLPCN library, primary screen. TALL-104 LAMP-1 surface exposure; cells stimulated with thapsigargin and PMA. inhibition, % at 10 µM. hit rate 0.66% among 360,000;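 active means inhibition above about 55%, limit read from the data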
CaV13 FRET inh – Primary screen for inhibitors of IQ motif and Ca2+-dependent inactivation inhibitor domain binding in CACNA1D, Förster resonance energy transfer in living cells, …; HEK cells, CFP/YFP FRET ICDI-IQ, plate reader, 10 min; percent FRET-ratio fall versus neutral wells; inhibition, % at 12.3 µM; hit rate 0.098% among 340,000; AID 743397;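 active means mean replicate inhibition of at least 30% and at least 1% of replicates passing that level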;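 further: 0% = median of the neutral control wells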
Cardio protect – cardioprotection against H2O2-induced cell death, primary screen, uHTS, H9c2 cells, ATPLite luminescence. hit rate 0.63% among 360,000. protection from H2O2 cell death, % at 20 µM. H9c2 cardiomyocytes, H2O2 injury protection, 2 h;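 active means compounds giving at least 50% protection of heart cells from peroxide-induced death in the single-dose screen, raw or plate-pattern-corrected value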;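 further: 0% = DMSO wells with peroxide and 100% = DMSO wells without peroxide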
Numbers without * were called inactive; . = not tested or not shown.

Sequence of screens: ABCB6 inh 2	MC4R barr agon	Glyco luc inh	ABHD5 PLIN5 PPI	MC4R antagonist	PDI inh	HTR2A ag	Granule exo inh	CaV13 FRET inh	Cardio protect
1	CCOC(=O)C1=CN(Cc2ccco2)S(=O)(=O)NC1c1ccc(Br)cc1F (configuration not stated)
→ 104	2.6	1	18	9	8	-6	-1	-5	5
2	O=C1NCC(c2ccccc2)(c2ccccc2)C(=O)N1
→ 95	-2.0	-2	0	-2	-3	-1	-9	-5	-2
3	N#C/C(=C\c1cccc(NC(=O)c2ccccc2Cl)c1)C(=O)NCCc1ccccc1
→ 98	-3.7	13	47*	2	-4	-4	3	-3	1
4	Cc1onc(-c2ccccc2)c1C(=O)Nc1ccc(S(=O)(=O)N2CCOCC2)cc1
→ 98	-2.1	1	1	11	5	-3	-13	-3	-4
5	Cc1ccc(-c2nnc(Sc3nc4ccccc4o3)c3ccccc23)cc1
→ 105	-3.6	13	6	0	7	0	-2	-1	-11
6	O=C(Nc1ccccn1)NC12CC3CC(CC(C3)C1)C2
→ 94	1.6	0	-1	10	-4	-2	0	-2	-14
7	CCn1nc(C(=O)N[C@@H](CCSC)c2nc3ccccc3[nH]2)c2ccccc2c1=O
→ 102	-1.8	3	3	-3	3	-3	0	-5	12
8	COC1CCCN(C(=O)c2ccc3oc(Cc4ccc(Cl)cc4)nc3c2)C1 (configuration not stated)
→ 97	-1.4	-3	1	3	18	6	-1	.	-3
9	CC(C)Oc1ccc(C(=O)Nc2c3c(nn2-c2ccccc2)CS(=O)(=O)C3)cc1
→ 96	-1.1	1	3	10	6	3	-10	-7	6
10	Cc1cccc(NC(=O)c2ncn3c2C(=O)NC[C@@H]3C)c1
→ 99	-1.4	2	-5	12	9	-4	-3	-9	-8
11	CC(C)(C)C(=O)Nc1nc2c(c(=O)[nH]1)CCCC2
→ 103	6.4	0	10	7	-2	10	0	0	-4
12	COc1ccc(C)cc1NC(=O)CN1C(=O)c2cccc3cccc1c23
→ 95	-0.8	0	-5	2	4	1	-2	.	21
13	CC(NC(=O)CSc1nc(C2CC2)n(-c2ccccc2)n1)c1ccco1 (configuration not stated)
→ 93	-3.7	-4	8	-4	2	3	-2	-7	5
14	CCOC(=O)/C(=N/Nc1ccc(Br)cc1)N1CC(C)OC(C)C1 (configuration not stated)
→ 96	-0.6	0	0	3	-11	-8	0	-6	-7
15	CC(=O)Nc1ccc(NC(=O)COc2ccc(Cl)cc2Cl)cc1
→ 97	-0.4	1	0	4	-19	-2	-12	-17	0
16	O=C(CCCCC(=O)NCCc1ccccc1)NCCc1ccccc1
→ 98	-1.5	1	-6	7	2	1	5	-12	0
17	Cc1ccc(-c2cc(C(F)(F)F)n3nc(C(=O)NCCCn4ccnc4)cc3n2)cc1C
→ 100	1.0	-2	-2	6	-2	-6	9	-4	9
18	COCCCNCC(O)COc1ccccc1F (configuration not stated)
→ 98	0.1	2	1	17	-4	-3	-1	-3	2
19	Cc1ccc(NC(=O)c2ncn(CCCNCCCc3ccccc3)n2)cc1C
→ 97	1.9	24	8	0	-4	-9	23	-8	11
20	O=C(c1ccc(NS(=O)(=O)c2cccc(F)c2)cc1)N1CCCC1
→ 82	-2.3	-1	-4	2	6	4	2	.	3
21	Cc1ccc(N(Cc2cc3ccccc3[nH]c2=O)C(=O)c2cccs2)cc1C
→ 96	0.2	-4	2	-5	1	7	-1	-5	-3
22	COc1ccc(-c2cc3nc(-c4ccccc4)cc(N4CCN(C(=O)c5ccccc5)CC4)n3n2)cc1
→ 102	-0.9	-2	-4	24	5	-3	0	-6	45
23	COc1ccc(NS(=O)(=O)c2ccc(NC(=S)NC(=O)/C=C/c3ccc(C)cc3)cc2)nn1
→ 85	-0.8	-3	-5	13	-1	-3	-3	-5	-5
24	Cc1ccccc1N1CCN(C2CCCN(C(=O)c3snnc3C)C2)CC1 (configuration not stated)
→ 98	-1.5	2	-1	4	12	4	3	-4	-1
25	Cc1ccccc1OCC(=O)N1CCC2(CC1)CC(=O)c1ccccc1O2
→ 99	-2.6	0	-1	-2	-3	-5	-1	-14	0
26	CC(C)c1nc(SCC(=O)c2c[nH]c3ccccc23)n[nH]1
→ 97	-1.4	1	1	-1	2	-1	-4	-2	5
27	COc1cc(O)c(C(CCN2CCCC(C)C2)c2ccc(N(C)C)cc2)c(OC)c1 (configuration not stated)
→ 90	-1.9	0	6	0	2	-5	1	-11	1
28	Cc1ccc(NC(=O)CSc2nnc(-c3ccncc3)n2C)cc1S(=O)(=O)N1CCOCC1
→ 96	2.7	4	6	-13	-4	5	1	-5	10
29	Cc1ccnc(Nc2nc(-c3ccc(Cl)cc3)cs2)c1
→ 97	0.6	-4	0	11	-3	0	6	-11	-12
30	CCOC(=O)CNCCC(=O)c1ccc(Br)cc1
→ 80	-2.6	3	3	8	-2	2	14	-7	-18
31	c1ccc(C2c3c(ccc4ccccc34)Oc3ncn4nc(-c5ccco5)nc4c32)cc1 (configuration not stated)
→ 102	1.2	-1	-2	12	-3	3	-3	-10	5
32	Nc1nc2nn(-c3ccccc3)nc2c(=O)[nH]1
→ 95	-0.5	-8	5	-7	-3	-2	-3	-17	-11
33	O=C(CNc1cccc2ccccc12)N/N=C/C=C/c1ccco1
→ 91	-0.6	7	3	4	-1	-3	0	-5	-1
34	Cc1ccc(S(=O)(=O)NC(=O)C2(C)CCN2C(=O)C2CCCCC2)cc1 (configuration not stated)
→ 91	-0.2	2	-2	3	-22	1	-5	-4	15
35	CCCc1cc(=O)[nH]c(SCC(=O)N2CCN(S(=O)(=O)c3ccccc3)CC2)n1
→ 92	-1.0	-1	-1	18	-10	-1	1	-5	3
36	O=C(Nc1ccc(CN2CCCCC2)cc1)c1ccc(Br)o1
→ 110	0.0	0	2	1	10	-4	1	.	22
37	CCOC(=O)c1cnn(-c2ccccc2)c1-c1ccncc1
→ 92	-1.9	-2	8	14	-12	2	8	-21	2
38	O=C(CN(C1CC1)S(=O)(=O)c1ccc(S(=O)(=O)NC2CCCCC2)cc1)Nc1ccccc1
→ 99	-1.1	-2	-11	1	1	-5	2	0	-11
39	COc1c(C)cc(NC(=O)c2ccc3c(c2)NC(=O)CO3)cc1C
→ 94	-1.9	-3	-8	4	3	-2	-1	11	9
40	CC(C)CC(NC(=O)C1CCC(C)CC1)C(=O)NCCN1CCOCC1 (configuration not stated)
→ 99	0.1	1	-3	13	-4	-1	2	-3	4
41	CC[C@@]1(C(=O)OC)N[C@H](CN(C)C(=O)Nc2ccccc2)[C@@H]2C(=O)N(C)C(=O)[C@@H]21
→ 97	0.1	0	8	4	12	11	-2	-3	2
42	Brc1ccc2c(c1)C(c1cccnc1)=NNC(c1cccs1)=N2
→ 103	-1.5	1	4	22	-2	-1	10	-4	2
43	C/C(Cl)=C\CSc1nnc2n(N)c(=O)c3ccccc3n12
→ 93	1.8	-1	1	16	-2	1	1	-5	11
44	Cc1cc2c(c(C)c1CCO)C(=O)[C@H](C)C2
→ 104	0.7	-2	-7	1	.	7	-4	.	-1
45	CCN(CC)C(=O)c1sc2[nH]c(=S)n(-c3ccccc3)c(=O)c2c1C
→ 97	0.7	1	4	7	0	-3	8	-8	3
46	COCCN(CCOc1cc(C)cc(C)c1)Cc1ccc(Cl)cc1
→ 98	0.4	-3	-3	4	4	-2	10	-17	-8
47	Cc1ccc(S(=O)(=O)N2CCC(C(=O)N3CCC[C@H]3C(=O)NC3CCS(=O)(=O)C3)CC2)cc1 (some centres not stated)
→ 89	-1.0	-1	-2	0	-3	1	-4	-6	0
48	O=C(COC(=O)Cn1nnc2ccccc21)Nc1ccccc1Br
→ 102	-2.2	0	-5	8	0	-2	-1	-2	17
49	COc1ccc(NC(=S)NCCN2CCC(C)CC2)cc1
→ 98	1.6	1	2	12	-4	7	-2	-5	-2
50	S=C(NCc1ccc(Cl)cc1)NC1CCCCC1
→ 100	-2.1	-2	-2	-2	-3	-4	0	-5	-20
51	CC1=CC(C)(C)N(C(=O)CN2C(=O)c3ccccc3C2=O)c2ccccc21
→ 89	0.5	0	0	0	3	-1	-5	-8	-1
52	Cc1occc1-c1nnc(SCC(=O)NC2CCCC2)n1-c1ccccc1
→ 101	-1.0	-2	4	12	-6	5	-1	.	-5
53	Cc1ccccc1NS(=O)(=O)c1ccc(OCC(=O)NCc2ccccn2)cc1
→ 102	-0.6	0	2	1	-1	-1	7	-6	9
54	COc1ccc(/C=N/Nc2cc(=O)n(C)c(=O)n2C)cc1OC
→ 102	0.7	0	3	3	-13	2	-2	-4	1
55	Cc1ccccc1OC(C)C(=O)Nc1cccnc1 (configuration not stated)
→ 103	0.5	-2	8	-4	2	9	2	.	-6
56	O=C(COC(=O)/C=C/c1ccc(F)cc1)Nc1cccc(S(=O)(=O)N2CCCC2)c1
→ 91	-2.4	-3	2	11	1	-1	-2	-5	-8
